# Bioassay records from PubChem.
# MEKK2 WT-MEK5: raises or lowers MEK5 binding to wildtype human MEKK2 PB1 domain. binding response (% of control), % at 10 µM. bead flow cytometry, Alexa488-MEK5 binding to MEKK2 WT; actives lie on both sides. 1.1% of 290,000 active. Q9Y2U5; in the data active means binding response below about 67% or above about 130%; inconclusive means no clear call, values can overlap the other calls; inactive means in between
# GPR7 antag: human neuropeptides B/W receptor 1 antagonism; P48145; GPR7-expressing cells, fluorescence antagonist assay; inhibition, % at 4.4 µM; 1.1% of 290,000 active; in the data active means inhibition above about 16%, passing the limit was not always enough;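 further: cells stimulated with the agonist NPW; 0% = agonist with vehicle and 100% = vehicle without agonist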
# Target sequence (P48145 whole entry, looked up): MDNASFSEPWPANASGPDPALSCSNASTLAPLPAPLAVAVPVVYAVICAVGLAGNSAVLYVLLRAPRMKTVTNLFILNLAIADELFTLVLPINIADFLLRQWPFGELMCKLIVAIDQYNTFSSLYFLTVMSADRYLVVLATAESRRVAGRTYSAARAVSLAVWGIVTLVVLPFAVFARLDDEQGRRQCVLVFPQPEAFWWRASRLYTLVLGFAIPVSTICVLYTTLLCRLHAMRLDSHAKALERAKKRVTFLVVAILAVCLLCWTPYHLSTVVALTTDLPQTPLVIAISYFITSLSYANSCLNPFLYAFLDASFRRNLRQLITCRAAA
# NALP1 yeast inh: NALP1 inhibition; AID 2071; inhibition, % at 10 µM; 0.61% of 280,000 active; S. cerevisiae NALP1/ASC/caspase-1 growth, X-gal OD620, 72 h; in the data active means inhibition mostly above about 24%, no sharp cut-off; inactive means mostly below about 32%; further: some compounds called inactive have numbers as strong as hits
# MEKK2mut PB1 HTS: signal of MEK5 binding to mutant human MEKK2 PB1 domain; bead flow cytometry, Alexa488-MEK5 binding to MEKK2 mutant; percent response, % at 10 µM; 0.35% of 290,000 active; AID 1530; in the data active means percent response above about 24%, passing the limit was not always enough; further: inactives centre near 1; some results filed as inactive read as strong as hits; reference of the scale not given here
# MEKK3 PB1 HTS: raises or lowers MEK5 binding to the human MEKK3 PB1 domain; bead-based flow cytometry, Alexa488-MEK5 binding to MEKK3; actives lie on both sides; 0 = blocked by unlabeled MEK5, 100 = vehicle; binding response (% of control), % at 10 µM; 1.4% of 290,000 active; AID 1529;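 active means binding response more than 3 SD above or below the average of its plate-row segment, actives on both sides; inconclusive means wells at one plate position flagged as instrument error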;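 further: Alexa488 bead fluorescence after subtracting the streptavidin-only scavenger bead signal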
# Target sequence (Q99759 whole entry, looked up, the tested form may be a part): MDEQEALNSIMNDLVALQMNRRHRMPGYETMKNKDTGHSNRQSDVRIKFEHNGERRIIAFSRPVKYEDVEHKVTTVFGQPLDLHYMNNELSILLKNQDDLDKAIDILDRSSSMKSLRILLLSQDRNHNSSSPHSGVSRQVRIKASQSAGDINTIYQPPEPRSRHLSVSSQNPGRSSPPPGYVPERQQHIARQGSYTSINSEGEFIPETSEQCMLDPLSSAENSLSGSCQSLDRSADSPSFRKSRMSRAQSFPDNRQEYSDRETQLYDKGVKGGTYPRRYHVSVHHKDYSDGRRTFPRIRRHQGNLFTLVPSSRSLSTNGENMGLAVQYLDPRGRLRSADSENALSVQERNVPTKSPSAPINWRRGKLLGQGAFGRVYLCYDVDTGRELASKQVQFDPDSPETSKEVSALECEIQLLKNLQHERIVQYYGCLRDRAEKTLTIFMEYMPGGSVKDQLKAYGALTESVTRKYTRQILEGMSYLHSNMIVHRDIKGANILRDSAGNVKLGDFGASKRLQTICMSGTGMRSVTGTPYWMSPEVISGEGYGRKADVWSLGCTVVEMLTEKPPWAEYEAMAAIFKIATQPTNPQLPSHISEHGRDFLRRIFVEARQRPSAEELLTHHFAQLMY
# OXTR ag: human OXTR agonism | P30559 | activation, % at 3 µM | CHO-OTR cells, Fluo-8 calcium fluorescence; normalized: DMSO 0%, oxytocin 100% | 0.32% of 320,000 active;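 active means activation above the mean of all tested compounds plus 3 SD, cutoff set per screening run, cut at about 20% in these data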;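 further: peak over basal fluorescence ratio from a 100 s FLIPR kinetic read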
# GalR3 antagonist: human GalR3 antagonism; HEK293 GalR3-CNG cAMP membrane potential fluorescence; galR3 body fused to GalR1 C-terminus; 0.44% of 360,000 active; AID 651719; inhibition, % at 3 µM;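 active means inhibition above the screen-wide average plus 3 SD, cut at about 13% in these data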;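 further: forskolin and galanin both at EC90 stimulate the cells; cAMP rise reported by CNG channel membrane potential dye signal; 0% = forskolin plus galanin with DMSO and 100% = forskolin alone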
# PHOSPHO1 block: inhibitors of human PHOSPHO1 phosphatase; Q8TCT1; recombinant PHOSPHO1, absorbance phosphatase assay; inhibition, % at 13.3 µM; 1.1% of 290,000 active; AID 1565; in the data active means inhibition above about 60%
# V1aR counter: V1a receptor agonism, counter-screen for OXTR agonists | CHO-V1R cells, Fluo-8 calcium fluorescence, agonist mode; 0% DMSO, 100% 3 nM vasopressin | activation, % at 3 µM | P37288 | 0.25% of 320,000 active | AID 2797;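 active means activation above the mean activation of all tested compounds plus 3 SD, per screening run, cut at about 20% in these data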;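 further: signal is peak over basal fluorescence ratio across a 100 second FLIPR read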
# The depositor's hits bear a star; ? = inconclusive; / = not tested or not shown; [ ] = remark or other dose. Compounds were not picked by outcome; overall some 5.4% were active at least once.
SMILES,MEKK2 WT-MEK5,GPR7 antag,NALP1 yeast inh,MEKK2mut PB1 HTS,MEKK3 PB1 HTS,OXTR ag,GalR3 antagonist,PHOSPHO1 block,V1aR counter
O=C(Nc1cccc(C(=O)O)c1)/C(=C\C=C\c1ccccc1)NC(=O)c1ccccc1,84,15,8,-16,83,1.0,-2,4,0.0
CC(/C=C1\SC(=O)N(CC(=O)Nc2cccc(O)c2)C1=O)=C\c1ccccc1,114,-6,36,1,112,3.0,-3,-8,0.4
CC(=O)c1cccc(NC(=O)Nc2ccc3c(c2)N(C)C(=O)CS3)c1,101,-2,-4,0,99,5.8,-6,37,9.3
Cc1ccccc1CCN(CC(=O)NC1CCCCC1)C(=O)c1csnn1,122,-1,2,6,142*,-1.9,-2,37,-1.4
C=C(C)CSc1nc2ncc(Cl)cc2[nH]1,105,-1,7,3,103,-1.4,-6,14,-1.5
CC(C)c1ccc(-c2nn[nH]n2)cc1,98,-9,-12,2,101,1.1,-3,-9,0.3
COc1ccc(C(=O)NCc2ccccc2)cc1S(=O)(=O)N1CCCc2ccccc21,/,2,46,/,/,1.3,-2,8,2.6
O=C(O)c1nn(-c2ccccc2C(F)(F)F)cc1O,99,-4,/,2,99,0.5,-6,19,2.2
CCOC(=O)c1ccc(NC(=O)N2CCN(S(C)(=O)=O)CC2)cc1,101,-2,-3,3,102,0.6,0,14,0.9
Cc1cccc(C)c1NC(=O)C(C)Sc1nnc(C)n1CC1CCCO1 (configuration not stated),103,-1,14,-1,102,/,-8,10,/
O=C(COC(=O)c1cc([N+](=O)[O-])ccc1NCc1ccccc1Cl)NCC(F)(F)F,108,3,17,6,99,-0.8,-7,19,0.7
Cc1ccc(S(=O)(=O)N(CC(=O)N2CCOCC2)c2ccccc2F)cc1,98,-11,6,-1,99,0.3,-5,16,1.1
O=C(CN1CCN(Cc2ccccc2)CC1)N/N=C\C=C/c1ccco1,97,-6,21,-2,96,-0.2,-7,12,0.7
COc1ccc(O)c(/C=N/NC(=O)CCC(=O)Nc2ccc(F)cc2)c1,109,-3,-11,3,107,1.2,-5,16,2.5
CCOC(=O)N1CCN(CC(=O)Nc2ccc(C)c(Br)c2)CC1,/,1,-6,/,/,1.7,-3,2,2.5
O=C(Nc1ccc([N+](=O)[O-])cn1)c1cc(-c2cccc(Cl)c2)nc2ccccc12,96,-9,23,5,97,-0.6,-2,13,-0.2
CCCCSc1nc2sc3c(c2c(=O)n1-c1ccc(OC)cc1)CCN(C)C3,116,-22,4,1,98,/,-6,32,/
C=CCn1c(SCC(=O)NCC2CCCO2)nnc1C1CCCCC1 (configuration not stated),?,-13,31,-15,?,0.6,3,32,-1.3
O=C(CC1C(=O)NCCN1C(=O)Nc1ccc(F)cc1F)Nc1cc(Cl)ccc1Cl (configuration not stated),80,12,/,-40,73,1.3,-3,8,3.0
O=C(NS(=O)(=O)c1ccccc1)c1ccccc1,100,1,2,0,102,0.5,-2,-4,-0.9
Clc1cccc(Cl)c1CON/C=N/c1ncnc2sccc12,93,-6,33,-1,94,0.3,-3,18,-0.3
c1ccc(Cn2cc(CN3CCCO3)c(-c3ccc4c(c3)OCO4)n2)cc1,112,-10,17,14,110,-1.6,-6,22,-0.5
CC(=O)c1sc2nc(CSc3nncn3C)[nH]c(=O)c2c1C,88,4,1,-4,82,1.4,-2,4,-0.2
COc1ccc(C(C(=O)NC2CCCCC2)N(C(=O)c2sc(C)nc2C)c2ccc(OC)cc2)cc1 (configuration not stated),60,0,14,-14,46*[inhibitor],-0.8,-1,30,-1.0

# An excerpt from above, reduced to MEKK2 WT-MEK5:
smiles,MEKK2 WT-MEK5
O=C(Nc1ccc([N+](=O)[O-])cn1)c1cc(-c2cccc(Cl)c2)nc2ccccc12,96
CCCCSc1nc2sc3c(c2c(=O)n1-c1ccc(OC)cc1)CCN(C)C3,116

# More results.
SMILES,MEKK2 WT-MEK5,GPR7 antag,NALP1 yeast inh,MEKK2mut PB1 HTS,MEKK3 PB1 HTS,OXTR ag,GalR3 antagonist,PHOSPHO1 block,V1aR counter
COc1ccc(C(C)C)cc1S(=O)(=O)N1CCN(c2ccccc2)CC1,97,-3,3,0,102,-1.4,-11,5,-1.0
CCc1ccc(NC(=S)N(Cc2ccc(Cl)cc2)Cc2ccc(C(=O)O)cc2)cc1,82,-3,1,-14,83,0.1,-2,2,0.1
O=C(NCCN1CCOCC1)c1cc(-c2cccc(Cl)c2)on1,100,-11,38,-3,97,2.4,-5,32,2.3
CC(C)c1csc(CN2CCN(Cc3ccc(F)cc3)C(CCO)C2)n1 (configuration not stated),85,5,15,-7,94,-0.2,-6,34,0.5
NC(=O)Cn1cc(/C=N\NS(=O)(=O)c2ccc(Cl)cc2)c2ccccc21,116,4,12,10,105,0.9,-1,19,-1.2
O=S(=O)(NCc1nnc2c(C(F)(F)F)cc(Cl)cn12)c1ccccc1,102,-2,2,-5,100,-0.1,0,-26,0.2
CC(C)NC(=O)CN(C(=O)CCC(=O)Nc1nccs1)c1ccc(C(C)C)cc1,103,8,6,7,100,-0.4,0,40,0.3
Cc1cccc(N2CCN(C(=S)NCc3ccco3)CC2)c1C,98,5,43,-3,92,-1.6,-3,-16,1.2
CC(=O)OC(C(=O)Nc1ccccc1)C(C)S(=O)(=O)c1ccccc1 (configuration not stated),101,-7,7,1,104,0.0,-2,-18,1.1
CCOc1ccc(-n2c(=S)sc3c(=O)[nH]c(SCC(=O)NCC4CCCO4)nc32)cc1 (configuration not stated),101,-3,13,1,101,-1.8,-3,-10,-0.1
COc1ccc(-n2c(SCC(N)=O)nc3nc4c(cc3c2=O)COC(C)(C)C4)cc1,/,1,-2,/,/,0.6,-3,4,0.2
CCOc1ccc(CNS(=O)(=O)c2ccc(-c3ccc(=O)[nH]n3)o2)cc1OC,97,-1,19,-4,94,0.1,-1,43,-0.5
N/C(=N\OC(=O)N1c2ccccc2Sc2ccccc21)c1ccc(Br)cc1,100,17,16,-3,98,-0.6,-2,-10,-0.8
O=C(NCCOCC(F)(F)C(F)F)c1cc(F)c(F)cc1Cl,98,-15,-1,-3,95,-1.0,-1,2,-0.2
CCOC(=O)c1cc2c(=O)n3cccc(C)c3nc2n(Cc2ccco2)c1=NC(=O)c1cccnc1,99,3,6,0,104,/,-5,10,/
COc1ccc(Cl)cc1S(=O)(=O)N1CCCC1,109,-4,1,2,98,0.4,-6,12,-1.1
COc1cc2c(cc1OC)C(C)N(C(=O)c1cc3n(n1)C(C(F)(F)F)CC(c1ccco1)N3)CC2 (configuration not stated),100,-11,14,8,101,1.6,-2,-1,2.3
CC(=O)OCc1cc(=O)n(C)c(=O)n1C,110,2,13,5,107,0.2,-3,-27,0.9
Cc1ccc(C)c2c1[nH]c1ccccc12,101,-3,8,3,106,-1.5,-4,2,-0.2
CN(C)CC(=O)N1c2ccccc2CCc2ccc(NC(=O)c3ccc(N)cc3)cc21,137,-4,/,12,97,0.0,-2,27,1.1
CCOc1ccc(NC(=O)CCC(=O)Nc2cc(OC)c(NC(=O)c3ccco3)cc2OC)cc1,100,-8,8,-1,101,-1.4,-9,8,-0.5
CC1CC(=O)C2=C(C1)Nc1ncnn1C2c1ccccc1 (configuration not stated),99,3,7,-1,102,2.2,-3,-3,0.6
Cc1nc(NC(=O)c2ccc([N+](=O)[O-])cc2Cl)sc1C(=O)N(C)C,90,-8,6,-2,91,-0.7,0,48,-0.4
CC(=O)Nc1ccc(Oc2ccc(-c3noc(C)n3)cc2)cc1,106,-3,27,8,107,1.8,-5,-41,5.9
Cc1ccc(N=c2oc3cc(O)ccc3cc2C(N)=O)cc1,110,-10,2,4,106,2.6,-6,28,2.0
Cc1cc([N+](=O)[O-])ccc1NC(=O)Nc1ccc(F)cc1F,107,-15,-9,3,105,3.7,-2,30,6.5
O=C(NCC(c1ccco1)N1CCN(c2ccc(F)cc2)CC1)OCc1ccccc1 (configuration not stated),98,1,17,10,96,-2.0,-7,4,0.7
COc1ccc(/C=N/Nc2nc(-c3ccc(Cl)cc3)cc(C(F)(F)F)n2)c(OC)c1,95,-9,16,-2,96,-1.4,-1,-12,0.2
COc1ccc(CN2CCNC(=O)C2CC(=O)N(C)Cc2ccon2)cc1OC (configuration not stated),103,-15,-11,8,103,-0.2,0,6,0.2
CSC1=NCCN1C(=O)c1ccc(S(=O)(=O)N(C)C)cc1,100,-3,-4,1,100,0.9,2,22,0.5
CCn1ncc(C2=NOC(C(=O)Nc3c(C)n(C)n(-c4ccccc4)c3=O)C2)c1C (configuration not stated),102,-8,-7,1,99,-0.3,-1,24,0.2
OCCC1CN(Cc2ccc(C(F)(F)F)cc2)CCN1Cc1ccccc1 (configuration not stated),71,6,9,-13,78,-0.3,-8,17,0.2
COC(=O)c1[nH]c2ccc(C)cc2c1NC(=O)C(C)N1CCN(C2CCCCC2)CC1 (configuration not stated),107,-5,23,7,106,-0.1,-2,57,-1.0
Cc1cccc2c1NC(=O)C2(O)N1CCCC(C)C1 (configuration not stated),113,-19,2,13,107,0.1,-3,-32,0.1
CCCC(=O)Nc1cc(Cl)ccc1N1CCN(C(=O)CC)CC1,108,-13,6,0,102,-1.3,-5,-4,-0.4
O=C(CCCN1C(=O)c2ccccc2C1=O)NC1=NCCS1,95,20,-8,-4,91,/,-3,19,/
CCN(CC(=O)Nc1c(F)cccc1F)C(=O)CCc1c[nH]c2ccccc12,102,13,-26,-4,99,2.4,-1,30,0.1
O=C(NNC(=O)c1ccc(Oc2cc(Cl)cc(Cl)c2)o1)c1ccccc1,97,-7,16,-2,103,-1.3,0,19,2.2
O=c1[nH]c(CN2CCN(CCO)CC2)nc2ccccc12,105,-16,16,-2,107,0.1,-3,5,-0.1
O=C(c1cc(F)c(F)cc1Cl)N1CCCCC1,103,-14,-1,8,101,1.6,1,-3,0.1
COC(CN(C)C(C(=O)NC1CCCCC1)c1ccccc1)OC (configuration not stated),103,-15,2,2,103,-0.4,-7,9,0.0
CCOC(=O)C1C2C=CC3(CN(Cc4cccs4)C(=O)C13)O2 (configuration not stated),103,-6,0,1,100,1.8,-3,-25,-0.8
O=C(O)c1ccc(NC(=S)NC(=O)c2cccnc2)cc1,100,-10,-14,1,101,0.5,0,24,-0.1
COc1ccc(-c2cc3ccccc3n2CC(O)CNCCO)cc1 (configuration not stated),102,8,-2,-1,87,1.0,-7,3,0.9
CCCn1c2c(c(O)c(C(=O)Nc3ccc(OC)cc3)c1=O)CCCC2,/,-7,16,/,/,0.3,-5,13,0.3
Cc1ccc(NC(=O)Cn2cnc3c(nnn3Cc3ccc(F)cc3)c2=O)cc1,100,-11,-2,-3,99,0.2,-5,15,0.1
Cc1ccc(C(=O)OCC(=O)NCc2cccs2)cc1S(=O)(=O)N1CCOCC1,102,-5,17,6,106,0.6,2,27,-0.1
O=C(Cc1ccccc1)Nc1ccc2c(c1)C(=O)N(CC1CCCO1)C2=O (configuration not stated),96,-6,-2,-2,100,0.6,-2,18,0.7

# Taken from above:
# `O=c1[nH]c(CN2CCN(CCO)CC2)nc2ccccc12` in MEKK2 WT-MEK5 is listed with 105
# `O=C(c1cc(F)c(F)cc1Cl)N1CCCCC1` in V1aR counter is listed with 0.1
# `Cc1ccc(NC(=O)Cn2cnc3c(nnn3Cc3ccc(F)cc3)c2=O)cc1` in NALP1 yeast inh is listed with -2
# `CCN(CC(=O)Nc1c(F)cccc1F)C(=O)CCc1c[nH]c2ccccc12` in V1aR counter is listed with 0.1
